# Efa HMGR inh: E. faecalis class II HMG-CoA reductase inhibition; purified E. faecalis HMGR, NADPH absorbance 340 nm kinetic; inhibition, % at 10 µM; 190,000 compounds, 0.41% hits; AID 1066;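 active = inhibition above a set limit, the median over all tested compounds plus 3 SD, cut at about 9.5% in these data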;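 note: enzyme runs in reverse so mevalonate oxidation gives rising NADPH absorbance; 0% = complete reaction with DMSO and 100% = background rate lacking mevalonate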
# DTT redox prof: compounds producing H2O2 with reducing agent – biochemical, NIH compound library profiling, artefact control for MLSCN library redox annotation, primary screen | DTT-dependent redox cycling H2O2, phenol red/HRP absorbance; 100% = 100 µM peroxide control, 0% = buffer | activation, % at 10 µM | 200,000 compounds, 0.03% hits;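 active = activation of at least 50% relative to the plate's high and low controls in the primary single-dose screen; inactive = activation below 50%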;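 note: compound incubated with DTT at 0.8 mM final as the reducing agent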
# APP 5'UTR act: activates APP 5'UTR luciferase reporter. SH-SY5Y APP 5'UTR luciferase reporter, luminescence; zero percent = DMSO vehicle wells. activation, % at 2 µM. 190,000 compounds, 1% hits. AID 1276;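 active = activation above a set limit, based on mean plus 3 SD of controls, cut at about 140% in these data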; note: values of inactives mirror those of a sister screen read the other way
# NF-kB neuron act: compounds increasing NF-kB expression in human neuronal cells; NF-kB reporter expression; hits give high values; AID 1239; fold change at 12.5 µM; 190,000 compounds, 1.6% hits; in the data active = fold change above about 3.3
# Hsp70 activator: Hsp70 transcriptional activation, primary screen. HeLa Hsp70 promoter luciferase reporter, luminescence; scaled: vehicle 0, proteasome-inhibitor control 100%. activation, % at 10 µM. 200,000 compounds, 0.04% hits. AID 1203;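 active = activation above the mean across all tested compounds plus 3 SD, cutoff set per campaign, cut at about 5.5% in these data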;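 note: 100% = MG132 at 30 µM as the positive control and 0% = DMSO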
# FLuc inhib CS: counter-screen for luciferase assay inhibitors: firefly luciferase inhibition. P08659. ATPLite firefly luciferase biochemical luminescence, 10 min. inhibition, % at 10 µM. 200,000 compounds, 1.5% hits;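 active = inhibition above about 50% when tested at 10 µM, limit read from the data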
# Target sequence (P08659 whole entry, looked up): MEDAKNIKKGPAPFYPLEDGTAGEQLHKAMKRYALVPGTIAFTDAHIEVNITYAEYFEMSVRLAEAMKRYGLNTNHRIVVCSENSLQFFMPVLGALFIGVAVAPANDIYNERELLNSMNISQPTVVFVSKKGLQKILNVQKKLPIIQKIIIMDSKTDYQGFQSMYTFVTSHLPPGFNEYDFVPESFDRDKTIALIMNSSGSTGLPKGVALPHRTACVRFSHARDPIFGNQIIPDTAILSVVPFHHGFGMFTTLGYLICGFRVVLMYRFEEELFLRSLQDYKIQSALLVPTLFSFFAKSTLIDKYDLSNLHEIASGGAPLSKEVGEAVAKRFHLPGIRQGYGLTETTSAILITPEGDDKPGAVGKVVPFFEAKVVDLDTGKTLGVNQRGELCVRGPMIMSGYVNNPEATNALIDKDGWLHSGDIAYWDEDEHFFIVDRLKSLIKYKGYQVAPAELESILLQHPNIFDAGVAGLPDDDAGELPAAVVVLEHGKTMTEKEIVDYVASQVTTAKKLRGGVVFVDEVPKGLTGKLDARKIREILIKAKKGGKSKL
# APP 5UTR inh: APP translation inhibition; SH-SY5Y APP 5'UTR-luciferase reporter, luminescence; inhibition, % at 2 µM; 190,000 compounds, 0.82% hits; AID 1285;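 active = inhibition above a set limit, derived from the sample mean plus 3 SD, cut at about 45% in these data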; note: values of inactives mirror those of a sister screen read the other way
# FLuc stim CS: firefly luciferase counter-screen for stimulation assays; P08659; ATPlite luciferase biochemical, luminescence, 10 min; 0 = ATP-free wells, 1 = DMSO control; activation factor at 10 µM; 200,000 tested, under 10 active;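 active = luciferase activation factor, scaled between plate controls, of at least 2 with compound at 10 µM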
#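 System: Luciferase/luciferin detection reagent, cell-free biochemical luciferase assay | Medium: PBS buffer for ATP | Dosing: Test compounds dosed from 2 mM stocks in 100% DMSO | Timing: 10 min at ambient temperature | Signal: Luminescence measurement of luciferase light output | Evaluation: Luciferase activation, seen as luminescence increase over controls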
# STAT1 activator: increases IFN-gamma driven STAT1 reporter signal; NIH 3T3 STAT1-luciferase reporter, luminescence; 100% = IFN-gamma alone, no compound; activation (% of control), % at 5.5 µM; 200,000 compounds, 2.6% hits; AID 932;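 active = activation above the screen-wide mean activation plus 3 SD, cut at about 130% in these data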;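 note: raw ratio to IFN-gamma control signal so 100% means no change and 0% no light; values of inactives mirror those of a sister screen read the other way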
# G6PDH counter: inhibits Leuconostoc G6PDH, flagging false hits in G6PDH-based assays; inhibition, % at 5 µM; Purified L. mesenteroides G6PDH, diaphorase/resazurin coupled fluorescence, 45 min; 200,000 compounds, 0.12% hits; AID 1020; in the data active = inhibition above about 50%
# Starred values were filed as active, the others as inactive; / = not tested or not shown.
# A first look, 4 compounds:
SMILES,Efa HMGR inh,DTT redox prof,APP 5'UTR act,NF-kB neuron act,Hsp70 activator,FLuc inhib CS,APP 5UTR inh,FLuc stim CS,STAT1 activator,G6PDH counter
CCNc1nc(C)c(CN(C(C)=O)c2ccccc2)nc1C#N,0.8,0.0,-3.1,0.96,0.1,-2.4,3.1,1,91.0,0.9
O=C(CCCC(=O)N(CC(=O)NC1CCCCC1)Cc1ccccc1)Nc1ccccn1,1.4,0.1,-2.3,0.94,0.1,-1.4,2.3,1,95.0,6.4
Cc1cccc(N(CC(=O)NC(C)C)C(=O)c2ccc(N3CCCC3)nc2)c1,-6.7,-0.8,-2.9,0.94,-0.2,-5.7,2.9,1.1,103.8,-3.7
N#C/C(=C\C=C\c1ccccc1)C(=O)NCc1ccco1,-5.6,-1.1,4.6,1.61,0.2,-3.7,-4.6,1,86.9,0.0

# Main list, from the start:
SMILES,Efa HMGR inh,DTT redox prof,APP 5'UTR act,NF-kB neuron act,Hsp70 activator,FLuc inhib CS,APP 5UTR inh,FLuc stim CS,STAT1 activator,G6PDH counter
CCNc1nc(C)c(CN(C(C)=O)c2ccccc2)nc1C#N,0.8,0.0,-3.1,0.96,0.1,-2.4,3.1,1,91.0,0.9
O=C(CCCC(=O)N(CC(=O)NC1CCCCC1)Cc1ccccc1)Nc1ccccn1,1.4,0.1,-2.3,0.94,0.1,-1.4,2.3,1,95.0,6.4
Cc1cccc(N(CC(=O)NC(C)C)C(=O)c2ccc(N3CCCC3)nc2)c1,-6.7,-0.8,-2.9,0.94,-0.2,-5.7,2.9,1.1,103.8,-3.7
N#C/C(=C\C=C\c1ccccc1)C(=O)NCc1ccco1,-5.6,-1.1,4.6,1.61,0.2,-3.7,-4.6,1,86.9,0.0
CCCC(=O)Nc1ccc2c(c1)nc(CCNC(=O)c1ccccc1)n2C,0.1,0.2,9.4,1.18,-0.4,-10.4,-9.4,1.1,95.1,5.0
CCOC(=O)c1cnc2c(c(C)nn2CC)c1Cl,-3.1,0.5,-2.4,1.1,-0.4,-0.7,2.4,1,95.1,17.9
Cc1ccc2cc(COC(=O)C3CCCO3)c(=O)[nH]c2c1 (stereo unspecified),1.0,-0.8,-7.2,0.96,0.5,6.7,7.2,0.9,102.9,6.5
S=C(NCc1ccco1)N1CCN(c2ccccn2)CC1,-5.1,-0.3,10.9,1.09,-0.1,-4.1,-10.9,1,105.3,3.4
COc1ccc(C(=O)C2CCCN(C(=O)Cc3c(C)noc3C)C2)cc1OC (stereo unspecified),-6.8,-1.2,14.0,0.97,0.0,-7.0,-14.0,1.1,100.9,16.3
O=C(Nc1nnc(-c2ccc(F)cc2)o1)c1cc(Cl)sc1Cl,0.0,0.3,-6.5,0.95,0.0,-3.4,6.5,1,106.5,2.3
S=C(NC1CCCCC1)N1CCN(Cc2ccccc2)CC1,-5.7,0.0,7.5,1.16,-0.6,-0.9,-7.5,1,95.8,-0.3
O=C(N1CCOCC1)N1CCN(c2nc(-c3ccccc3)cs2)CC1,-5.4,0.0,17.8,1.15,-0.4,17.2,-17.8,0.8,108.5,0.3
O=C(Nc1cccc(-c2nc3ncccc3o2)c1)c1sc2ccccc2c1Cl,-2.2,1.0,-13.9,1.14,-0.1,3.6,13.9,1,100.6,3.0
Cc1ccc(S(=O)(=O)n2cnc3cc([N+](=O)[O-])ccc32)cc1C,2.6,-4.5,1.4,1.02,-0.3,-7.2,-1.5,1.1,92.3,8.0
C/C(=N\NC(=O)c1cc(Br)ccc1O)c1cccs1,-2.7,0.2,58.6,2.9,0.6,64.7*,-58.6,0.4,100.1,1.4
CC(C)NC(=O)c1onc(CSc2ccc(C(C)C)cc2)c1C(=O)O,1.5,18.0,10.7,0.95,-0.4,-4.2,-10.7,1,104.1,5.0
CC12CC3(C)CC(C)(C1)CC(C(=O)Nc1nn[nH]n1)(C2)C3,-3.5,0.4,0.8,0.73,-0.4,-8.2,-0.8,1.1,97.8,1.6
CCCOc1ccc(-c2nnc(N)s2)cc1,-3.5,2.1,48.5,2.14,-0.3,60.2*,-48.5,0.4,115.4,3.6
CC(C)n1nc(C(=O)OCC(=O)N2CC(=O)Nc3ccccc32)c2ccccc2c1=O,3.6,-2.5,-12.7,1.01,0.0,-7.8,12.7,1.1,72.0,-3.7
Cc1nnsc1Sc1cccc(C(F)(F)F)c1,-2.4,2.1,-6.0,1.18,-0.4,-5.5,6.0,1.1,109.7,-10.4

# Whole records from above.
# Cc1ccc(S(=O)(=O)n2cnc3cc([N+](=O)[O-])ccc32)cc1C as listed: Efa HMGR inh = 2.6; DTT redox prof = -4.5; APP 5'UTR act = 1.4; NF-kB neuron act = 1.02; Hsp70 activator = -0.3; FLuc inhib CS = -7.2; APP 5UTR inh = -1.5; FLuc stim CS = 1.1; STAT1 activator = 92.3; G6PDH counter = 8.0
# O=C(Nc1cccc(-c2nc3ncccc3o2)c1)c1sc2ccccc2c1Cl as listed: Efa HMGR inh = -2.2; DTT redox prof = 1.0; APP 5'UTR act = -13.9; NF-kB neuron act = 1.14; Hsp70 activator = -0.1; FLuc inhib CS = 3.6; APP 5UTR inh = 13.9; FLuc stim CS = 1; STAT1 activator = 100.6; G6PDH counter = 3.0

# (further entries)
SMILES,Efa HMGR inh,DTT redox prof,APP 5'UTR act,NF-kB neuron act,Hsp70 activator,FLuc inhib CS,APP 5UTR inh,FLuc stim CS,STAT1 activator,G6PDH counter
COC(=O)c1ccc2nc(NC(=O)COC(=O)CSc3nc(C)cc(C)n3)sc2c1,1.7,-0.3,-6.8,1.68,-0.5,-1.5,6.8,1,112.0,0.5
COC(=O)[C@H](CCSC)NC(=O)Nc1ccc(C(C)=O)cc1,-1.9,1.7,11.4,1.06,-0.1,-8.4,-11.4,1.1,103.2,4.8
CCCCCC(=O)N/N=C(\C)c1ccccn1,-4.0,1.1,2.0,0.74,-0.1,-3.4,-2.0,1,107.7,3.2
CCCOc1ccc(/C=C/C(=O)Nc2ccc([N+](=O)[O-])cc2C)cc1,-8.3,2.7,6.9,1.2,-0.4,-5.9,-6.9,1.1,102.8,-7.5
Clc1ccc(COn2c(-c3ccc(Cl)cc3)nc3ccccc32)cc1,4.0,1.3,/,0.93,-0.3,-6.5,/,1.1,92.3,0.5
O=C1c2ccc(Oc3ccc4c(c3)C(=O)N(CCCO)C4=O)cc2C(=O)N1CCCO,-3.6,1.9,10.6,1.12,-0.3,0.3,-10.6,1,101.3,4.5
CCCCn1c(CN(C)Cc2ccccc2)nc2c1c(=O)n(C)c(=O)n2C,-2.7,1.8,6.8,0.77,-0.3,-0.5,-6.8,1,79.0,-10.6
CCOc1ccc(-n2c(Cc3cc(=O)[nH]c(=O)[nH]3)nnc2SCC(N)=O)cc1,-0.9,0.1,10.4,1.05,0.6,0.0,-10.4,1,100.1,5.0
CC(=O)NS(=O)(=O)c1ccc(N=NN2CCCCCC2)cc1,-3.9,-0.5,6.2,1.21,0.0,-2.4,-6.2,1,102.0,6.9
Cc1cc(NC(=O)CSc2nnc(NC(=O)C3CC(=O)N(c4ccccc4C)C3)s2)no1 (stereo unspecified),3.4,0.3,-17.4,0.92,-0.2,-6.6,17.4,1.1,98.7,8.5
CCc1ccc2nc(N3C(=O)c4oc5ccccc5c(=O)c4C3c3ccc(OC)c(OC)c3)sc2c1 (stereo unspecified),-5.4,0.0,12.0,1.02,-0.3,-5.2,-12.0,1.1,101.3,5.4
Cc1ccc(Nc2nc3nonc3[nH]c2=O)cc1Cl,-1.9,-0.5,10.8,0.86,-0.2,14.8,-10.8,0.9,96.2,0.7
CCCNS(=O)(=O)/C=C/c1ccccc1,2.4,-0.2,-9.1,1.05,-0.2,-1.9,9.1,1,103.4,4.7
CC1=C(c2ccc(C)cc2)[N+](=O)C(C)(C)N1[O-],-1.6,0.2,-2.0,0.94,-0.3,-5.2,2.0,1.1,102.6,2.2
c1cncc(-c2noc(C34CC5CC(CC(C5)C3)C4)n2)c1,1.1,2.7,25.8,1.74,-0.1,-4.3,-25.8,1,105.8,3.3
O=C(Nc1cc(Cl)ccc1Cl)c1ccc(OC(=O)c2ccco2)cc1,0.6,0.1,5.9,1.09,-0.4,-7.7,-5.9,1.1,98.0,-3.1
Cc1cc(=O)oc(C)c1C(=O)NCc1ccc(F)cc1,2.2,0.2,7.1,1.35,-0.1,-4.2,-7.1,1,107.7,-7.3
Cn1cc([N+](=O)[O-])c(C(=O)Nc2ccc(C3CCCCC3)cc2)n1,11.2*,-0.7,26.6,3.74*,-0.1,13.9,-26.6,0.9,116.1,13.6
COc1ccc(C)cc1N(CC(=O)O)S(=O)(=O)c1ccc(C)cc1,-2.9,0.5,-6.3,1.12,0.7,0.2,6.3,1,96.5,5.3
O=C(NCCc1ccccn1)c1cccc(S(=O)(=O)N2CCCCCC2)c1,3.9,0.0,-0.4,1,0.0,-2.7,0.4,1,95.4,5.2
O=C(Nc1ccccc1)c1ccc(S(=O)(=O)N2CCCC2)cc1,-8.1,-1.7,-13.2,1.12,0.5,-8.6,13.2,1.1,96.0,-0.5
Cc1ccnc(NC(=O)C2(c3cccs3)CCOCC2)c1,-0.1,0.2,-1.0,1.08,-0.4,0.7,1.0,1,106.3,-3.7
COc1ccc2c(=O)c3c(=O)n(Cc4ccco4)c(-c4ccc(C)cc4)nc3oc2c1,-4.4,-0.1,23.9,1.19,0.4,-5.2,-23.9,1.1,95.8,-8.7
CCOC(=O)C1CCN(S(=O)(=O)c2cnc[nH]2)CC1,-3.6,-2.6,-7.1,0.91,-0.3,-4.9,7.1,1,104.3,2.9
O=C(NC1CCCC1)C(c1ccncc1)N(Cc1ccco1)C(=O)c1ccc(-c2ccccc2)[nH]1 (stereo unspecified),1.9,-0.5,21.5,0.97,0.0,-1.7,-21.5,1,110.1,0.6
O=C(NNC(=S)Nc1cccc(C(F)(F)F)c1)c1ccc(Cl)cc1Cl,-1.1,-0.3,13.4,1.03,-0.3,0.5,-13.4,1,98.3,-2.8
COC(=O)c1[nH]c2ccccc2c1NC(=O)CN1CCN(c2cccc(Cl)c2)CC1,-6.2,-0.5,3.9,0.6,-0.1,4.9,-3.9,1,96.9,6.0
CN1CCN(C(=O)C2(NC(=O)Nc3ccccc3Cl)CCCCC2)CC1,-0.6,-0.6,-15.4,1.21,-0.2,-6.8,15.4,1.1,91.2,3.1
Cc1nc(-n2nnc(CO)c2CO)nc2c1CCC2,-4.5,-1.8,14.5,1.43,-0.2,-0.7,-14.5,1,100.9,7.4
O=C(CC1CC2CCC1C2)NCc1cccs1 (stereo unspecified),-1.8,2.0,6.3,1.58,0.2,-0.2,-6.3,1,109.9,-3.5
COc1ccccc1N(CC(=O)NCC1CCCO1)C(=O)CCC(=O)Nc1nccs1 (stereo unspecified),-11.4,0.9,5.4,1.02,-0.1,-3.6,-5.4,1,99.9,7.6
COc1ccc(CNC(=O)c2ccc(Br)o2)cc1,1.0,0.1,12.8,1.18,-0.1,5.3,-12.8,0.9,104.6,11.6
CCNC(=O)c1ccccc1SCc1ccccc1,-2.0,-1.8,20.9,1.07,-0.2,1.0,-20.9,1,108.3,5.2
COc1cccc(-c2cn3nc(C)c(C)nc3n2)c1,2.1,-0.1,141.4*,2.68,-0.1,21.6,-141.4,0.8,127.2,19.7

# Screens deposited in PubChem BioAssay by several laboratories.

# Outcome played no part in choosing rows; overall some 5.3% were active at least once.
